# Cav3 T inh = inhibitors of human Cav3.2 T-type calcium channel. O95180. B-score at 10 µM. 100,000 compounds, 4% hits. Cav3.2-expressing cells, Fluo-4 calcium fluorescence FDSS; stronger effect = lower value;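 active = single-dose well whose peak fluorescence ratio is a statistical outlier from its plate by either plate-standardised score or position-corrected B-score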
# Target sequence (O95180 whole entry, looked up): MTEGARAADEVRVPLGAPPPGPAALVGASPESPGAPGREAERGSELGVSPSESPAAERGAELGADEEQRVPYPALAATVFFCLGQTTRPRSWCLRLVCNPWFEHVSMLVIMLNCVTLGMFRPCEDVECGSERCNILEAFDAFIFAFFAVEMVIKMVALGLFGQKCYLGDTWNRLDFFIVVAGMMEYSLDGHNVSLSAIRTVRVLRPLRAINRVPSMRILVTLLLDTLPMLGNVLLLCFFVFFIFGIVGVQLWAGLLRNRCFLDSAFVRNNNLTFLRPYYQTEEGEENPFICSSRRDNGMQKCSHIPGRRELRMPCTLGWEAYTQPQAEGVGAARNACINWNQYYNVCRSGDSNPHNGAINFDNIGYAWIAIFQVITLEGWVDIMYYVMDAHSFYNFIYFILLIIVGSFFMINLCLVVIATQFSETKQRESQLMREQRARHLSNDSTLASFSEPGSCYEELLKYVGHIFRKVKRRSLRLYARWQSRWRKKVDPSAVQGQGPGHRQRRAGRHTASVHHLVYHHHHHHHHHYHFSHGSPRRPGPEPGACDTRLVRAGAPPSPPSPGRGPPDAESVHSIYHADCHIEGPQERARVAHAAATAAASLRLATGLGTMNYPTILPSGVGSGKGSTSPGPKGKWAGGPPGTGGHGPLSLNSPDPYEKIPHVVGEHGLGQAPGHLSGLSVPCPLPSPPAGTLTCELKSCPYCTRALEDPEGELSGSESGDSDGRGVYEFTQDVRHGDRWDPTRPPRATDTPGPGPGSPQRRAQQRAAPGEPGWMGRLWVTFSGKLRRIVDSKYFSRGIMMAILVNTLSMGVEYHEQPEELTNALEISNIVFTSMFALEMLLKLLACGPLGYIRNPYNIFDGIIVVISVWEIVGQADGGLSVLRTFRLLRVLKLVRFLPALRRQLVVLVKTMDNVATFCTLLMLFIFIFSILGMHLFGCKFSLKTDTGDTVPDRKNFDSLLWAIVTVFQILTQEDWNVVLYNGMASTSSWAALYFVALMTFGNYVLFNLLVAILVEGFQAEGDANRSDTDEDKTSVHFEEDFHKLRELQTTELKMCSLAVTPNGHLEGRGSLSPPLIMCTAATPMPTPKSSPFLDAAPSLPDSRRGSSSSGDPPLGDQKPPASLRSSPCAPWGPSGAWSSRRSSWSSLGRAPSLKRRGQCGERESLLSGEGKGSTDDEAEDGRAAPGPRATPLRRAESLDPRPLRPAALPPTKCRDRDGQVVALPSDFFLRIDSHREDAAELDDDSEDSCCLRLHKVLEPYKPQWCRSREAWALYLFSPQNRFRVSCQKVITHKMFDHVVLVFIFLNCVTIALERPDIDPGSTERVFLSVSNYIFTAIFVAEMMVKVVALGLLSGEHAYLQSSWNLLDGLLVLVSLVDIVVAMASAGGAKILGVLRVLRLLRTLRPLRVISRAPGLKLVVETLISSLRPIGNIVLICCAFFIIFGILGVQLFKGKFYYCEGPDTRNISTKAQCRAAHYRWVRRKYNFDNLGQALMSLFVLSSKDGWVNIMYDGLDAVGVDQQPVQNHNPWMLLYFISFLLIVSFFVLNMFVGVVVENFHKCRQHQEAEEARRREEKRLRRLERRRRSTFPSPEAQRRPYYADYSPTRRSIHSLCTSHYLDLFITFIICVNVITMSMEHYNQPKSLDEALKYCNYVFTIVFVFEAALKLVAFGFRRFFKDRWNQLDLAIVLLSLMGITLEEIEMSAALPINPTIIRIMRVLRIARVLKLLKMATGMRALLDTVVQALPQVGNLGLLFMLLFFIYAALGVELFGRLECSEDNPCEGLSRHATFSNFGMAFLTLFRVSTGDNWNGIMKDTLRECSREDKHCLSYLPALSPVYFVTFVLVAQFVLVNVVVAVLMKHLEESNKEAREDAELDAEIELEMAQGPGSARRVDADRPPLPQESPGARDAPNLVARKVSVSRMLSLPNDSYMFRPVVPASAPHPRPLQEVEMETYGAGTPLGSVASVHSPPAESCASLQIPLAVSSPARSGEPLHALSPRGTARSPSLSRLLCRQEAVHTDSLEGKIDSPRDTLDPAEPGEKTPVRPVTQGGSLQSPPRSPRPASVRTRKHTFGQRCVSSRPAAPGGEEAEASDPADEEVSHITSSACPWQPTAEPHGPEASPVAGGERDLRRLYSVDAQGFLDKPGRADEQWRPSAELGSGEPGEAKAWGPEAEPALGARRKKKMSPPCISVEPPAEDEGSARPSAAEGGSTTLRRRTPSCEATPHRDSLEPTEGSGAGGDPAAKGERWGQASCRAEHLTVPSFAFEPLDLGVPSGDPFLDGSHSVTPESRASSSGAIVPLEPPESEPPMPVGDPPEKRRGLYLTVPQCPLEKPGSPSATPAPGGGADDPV
# The depositor's hits bear a star.
# Start of the listing, in advance, 19 compounds:
SMILES,Cav3 T inh
O=C1c2ccccc2C(=O)C1c1nccc2ccccc12,-0.96
CSc1cc(-c2ccc(Cl)cc2)c(C(=O)N2CCCC2)s1,-4.4*
CCOC(=O)c1c(C)c(-c2ccccc2)n(CC(=O)NCCC(C)C)c1C,-1.8
Fc1cccc(NCc2ccoc2)c1,0.65
O=C(NCc1ccco1)Nc1ccc2nsnc2c1,0.58
O=C(c1ccc(Cn2cc(Cl)cn2)cc1)N1CCN(c2ccccc2)CC1,-1.9
CCOc1ccc(NC(=O)CCCOc2cc(=O)n(C)c3ccccc23)cc1,0.32
Cn1c(CN2CCCCC2)nc2cc(NC(=O)c3ccccc3)ccc21,0.61
CC(C)NC(=O)c1ccccc1NC(=O)C1COc2ccccc2O1 (stereo unspecified),-0.82
CCCS(=O)(=O)N1CCC(C(=O)N2CCCC2)CC1,0.71
COCCNc1oc(COc2cccc(C)c2)nc1C#N,-0.52
CCOC(=O)c1c(C)[nH]c(C)c1C(=O)COC(=O)[C@@H]1CCCN1S(=O)(=O)c1ccc(Cl)cc1,-1.5
CCC1(CC)NC(=O)N(CC(=O)NCc2ccc3c(c2)OCO3)C1=O,1.6
CN1CCc2c(c3ccccc3n2Cc2ccccc2)C1,0.26
COc1ccc(S(=O)(=O)CCC(=O)Nc2ccc(OC)cc2OC)cc1,-0.048
O=C(COC(=O)Cc1ccc2c(c1)OCCO2)Nc1ccc(S(=O)(=O)N2CCCC2)cc1,-0.59
COc1ccc(-c2nc(C#N)c(NCCN(C)C)o2)cc1,0.18
O=C(CN1CCCCC1)Nc1ccc(F)c(Cl)c1,0.25
O=C(NCc1cccs1)C1CC(=O)N(c2ccccc2)C1 (stereo unspecified),-0.8

# This part in full, previewed entries included:
SMILES,Cav3 T inh
O=C1c2ccccc2C(=O)C1c1nccc2ccccc12,-0.96
CSc1cc(-c2ccc(Cl)cc2)c(C(=O)N2CCCC2)s1,-4.4*
CCOC(=O)c1c(C)c(-c2ccccc2)n(CC(=O)NCCC(C)C)c1C,-1.8
Fc1cccc(NCc2ccoc2)c1,0.65
O=C(NCc1ccco1)Nc1ccc2nsnc2c1,0.58
O=C(c1ccc(Cn2cc(Cl)cn2)cc1)N1CCN(c2ccccc2)CC1,-1.9
CCOc1ccc(NC(=O)CCCOc2cc(=O)n(C)c3ccccc23)cc1,0.32
Cn1c(CN2CCCCC2)nc2cc(NC(=O)c3ccccc3)ccc21,0.61
CC(C)NC(=O)c1ccccc1NC(=O)C1COc2ccccc2O1 (stereo unspecified),-0.82
CCCS(=O)(=O)N1CCC(C(=O)N2CCCC2)CC1,0.71
COCCNc1oc(COc2cccc(C)c2)nc1C#N,-0.52
CCOC(=O)c1c(C)[nH]c(C)c1C(=O)COC(=O)[C@@H]1CCCN1S(=O)(=O)c1ccc(Cl)cc1,-1.5
CCC1(CC)NC(=O)N(CC(=O)NCc2ccc3c(c2)OCO3)C1=O,1.6
CN1CCc2c(c3ccccc3n2Cc2ccccc2)C1,0.26
COc1ccc(S(=O)(=O)CCC(=O)Nc2ccc(OC)cc2OC)cc1,-0.048
O=C(COC(=O)Cc1ccc2c(c1)OCCO2)Nc1ccc(S(=O)(=O)N2CCCC2)cc1,-0.59
COc1ccc(-c2nc(C#N)c(NCCN(C)C)o2)cc1,0.18
O=C(CN1CCCCC1)Nc1ccc(F)c(Cl)c1,0.25
O=C(NCc1cccs1)C1CC(=O)N(c2ccccc2)C1 (stereo unspecified),-0.8
COc1ccc(CNC(=O)CN(c2cccc(OC)c2)S(C)(=O)=O)cc1,-1.2
O=C(c1cc2c(s1)CCC2)N1CCN(c2ccccc2)CC1,-2.3
CCCCC1=CC2=CC(=O)C(C)(OC(=O)CC)C(=O)C2=CN1C1CCCC1 (stereo unspecified),1.4
Cc1cc(C(=O)C(C)OC(=O)C2=NNC(=O)CC2)c(C)n1-c1ccc(OC(F)F)cc1 (stereo unspecified),-1.7
CCOC(=O)c1cc2sccc2n1CCCN1C(=O)c2ccccc2C1=O,-2.6
OCC[C@H]1C[C@H](O)[C@@H](O)[C@]2(CCCO2)O1,1.6
Cc1nnc(NC(=O)C(C)Oc2ccc3c(C)cc(=O)oc3c2)s1 (stereo unspecified),0.54
CC(C)CCn1nnnc1C(c1ccccc1)N1CCC(C(N)=O)CC1 (stereo unspecified),0.62
c1ccc(C(c2ccccc2)N2CCN(c3nc4ccccc4n4cnnc34)CC2)cc1,-3
CN(C)c1nc(OCCNC(=O)Nc2ccccc2)nc(N2CCOCC2)n1,0.055
O=C(O)c1ccc(NS(=O)(=O)/C=C/c2ccccc2)cc1,0.39
Cc1coc(C)c1C(=O)CC1(O)C(=O)N(Cc2ccccc2)c2ccccc21 (stereo unspecified),-4.6*
CCOC(=O)c1[nH]c2ccc(OC)cc2c1NC(=O)C(C)N1CCC2(CC1)OCCO2 (stereo unspecified),0.15
CCC(=O)Nc1sc2c(c1C#N)CC(C)(CC)OC2 (stereo unspecified),-0.55
C[C@H]1CC[C@]2(O[C@@H](CCO)C[C@@H](O)[C@@H]2O)O1,-0.0046
O=S(=O)(NC12CC3CC(CC(C3)C1)C2)c1ccc(F)cc1,-0.51
O=C1CCCC(O)=C1C=Nc1ccc(O)cc1,0.21
O=C(COc1ccc(Cl)cc1Cl)Nc1ccccn1,-0.92
CC1(CC(=O)N/N=C/c2ccc(-c3ccc(C(=O)O)cc3)o2)OCCO1,-0.18
CCCCCCNCc1ccc(Br)cc1,0.59
CC1CSc2ccccc2NC1=S (stereo unspecified),0.28
O=C1c2ccccc2NC2CCCCCN12 (stereo unspecified),0.73
CCCOc1ccc(N2C(=O)CC(NCCNc3ccc(S(=O)(=O)CC)cc3)C2=O)cc1 (stereo unspecified),0.38
COC(=O)c1cc(C#N)c(Oc2ccccc2)nc1C,-0.57
COc1cc2c(cc1OC)CN(C(=O)C1(c3ccccc3)CC1)CC2,0.88
CCC(Oc1nc2ccccc2nc1-c1ccccc1NC(C)=O)C(=O)c1ccccc1 (stereo unspecified),-1.4
CC1CCN(CC(=O)N2CCCc3c2c(=O)oc2ccc(OCc4ccccc4)cc32)CC1,0.58
COc1cc(/C=C(/C#N)c2nc3ccccc3[nH]2)ccc1Oc1ncccc1[N+](=O)[O-],-2
COC(=O)/C=C1\NCCSC1=O,0.2
Cc1cccc(NCc2cc(Cl)ccc2O)n1,-0.23
COCCN1C(=O)N[C@@H](c2cccs2)C(C(=O)OC)=C1C,1.4
Cc1cccc(OCc2nnc(SCn3nnc4ccccc4c3=O)o2)c1,-6*
O=c1[nH]n2c(=O)c3c([nH]c2c1N=Nc1cccc(Cl)c1)CCCC3,-2.1
O=C(Nc1nccs1)c1ccc2nccnc2c1,0.15
O=C(C1CC1)N1CCc2[nH]c3ccccc3c2C1,1.6
CCN(CC)C(=O)CSc1ncnc2c1cnn2-c1ccccc1,0.2
O=C(c1ccc2c(=O)n(Cc3ccco3)c(=S)[nH]c2c1)N1CCN(c2ccccc2)CC1,0.23
CCOc1ccccc1C(=O)Nc1cc(Cl)ccc1O,0.22
COc1cccc(-c2nn(-c3ccccc3)cc2/C=C\C(=O)c2cccs2)c1,-2.3
COc1ccc(-c2cc([C@H]3[C@@H]4C=CCC[C@@]4(C)C(=O)N3Cc3ccccc3)ccc2F)cc1OC,-0.72
CC(C)C[C@H]1C(=O)N2CCC[C@H]2[C@]2(O)O[C@](NC(=O)C3C=C4c5cccc6[nH]c(Br)c(c56)C[C@H]4N(C)C3)(C(C)C)C(=O)N12 (stereo partly specified),-5.6*

# Next section.
SMILES,Cav3 T inh
CC1CCCC(C)N1C(=O)COC(=O)c1ccc2c(c1)OCO2 (stereo unspecified),0.58
Cn1ccnc1SCc1cn2cc(Br)ccc2n1,0.32
CC1Oc2ccccc2N(CC(=O)NCc2cccs2)C1=O (stereo unspecified),1.1
O=C(NCc1nc2ccccc2[nH]1)C1=C[C@@H](c2ccc3c(c2)OCO3)C[C@@H](OCc2ccc(CO)cc2)O1,-1.9
Cc1cc(C(=O)CSc2nc(N)cc(N)n2)c(C)n1CCc1ccc(F)cc1,-3.6
Cc1ccc(S(=O)(=O)Nc2ccccc2-c2ccccc2)cc1,-5.8*
N#Cc1c(N)nc2c(c1-c1ccncc1)CCCCC2,0.62
CN1c2cccc3cccc(c23)N(C)C1c1cccs1,-0.0086
O=c1c2c(-c3ccc(Cl)cc3)csc2nc2n1CCC2,-0.015
CC(CC(=O)Nc1ccc(Cl)c([N+](=O)[O-])c1)c1ccccc1 (stereo unspecified),-8.7*
CCOc1ccc(N(CC(=O)Nc2ccc(OC)cc2)S(C)(=O)=O)cc1,0.69
O=C(CCN1C(=O)c2ccccc2C1=O)N1CCN(c2ccccc2)CC1,-0.84
COc1cc(CNn2cn[nH]c2=S)cc(Cl)c1OCc1ccccc1,-1.5
O=C(NCc1cccnc1)C1CC(=O)N(C2CCCCC2)C1 (stereo unspecified),0.25
CCC(C)NS(=O)(=O)c1ccc(S(=O)(=O)Nc2cc3c(cc2C(C)=O)OCO3)cc1 (stereo unspecified),-0.49
CCOCCCNC(=O)C(NC(=O)C1CCC(=O)N1)c1ccc(C)cc1 (stereo unspecified),-0.031
O=C(O)CCC(=O)NC1CCCCC1,0.61
Cc1nc(N)nc2c1CCCC2,0.37
N#C/C(C(=O)Oc1ccccc1)=C1\C=Cc2ccccc2N1,0.58
NNS(=O)(=O)c1ccc(Cc2ncc(C(F)(F)F)cc2Cl)s1,-0.29
COc1ccc(S(=O)(=O)NCc2ccc(C(=O)N(C)Cc3ccco3)cc2)cc1,-0.0099
Cc1ccccc1NC(=O)Cc1nnc(SCC(=O)c2ccc(Br)cc2)n1C,0.54
Cc1cccc(N2CCN(c3cccc(C)c3)C2c2cccnc2)c1,-4.8*
O=C(Cn1nnc(-c2ccc(N3CCOCC3)cc2)n1)OC1CCCCC1,-0.71

# At a glance, part of the list above:
SMILES,Cav3 T inh
COc1cc(CNn2cn[nH]c2=S)cc(Cl)c1OCc1ccccc1,-1.5
O=C(NCc1cccnc1)C1CC(=O)N(C2CCCCC2)C1 (stereo unspecified),0.25

# Additional records.
SMILES,Cav3 T inh
O=C1c2ccccc2S(=O)(=O)c2cc(C(=O)N3CCCC3)ccc21,-0.37
Cc1[nH]c2ccccc2c1Cc1n[nH]c(=S)o1,0.94
O=Cc1ccc(Sc2nnc(-c3ccccc3)o2)c([N+](=O)[O-])c1,1.2
CNC(=O)C1(C)C=CCN1C(=O)c1ccccc1 (stereo unspecified),0.11
Nc1nc(-c2ccco2)nn1C(=O)c1cccnc1,0.28
Cc1cccc(N=c2oc3cc(O)ccc3cc2C(N)=O)c1,0.51
Cc1cccc(/C=N/n2c(C)nnc2C)c1,0.00082
CC12C(=O)N(c3ccccc3C(=O)O)C(=O)C1C1C=CC2C1 (stereo unspecified),-1
CCOC(=O)C(C)Oc1ccccc1C1NC(=O)NC(C)=C1C(=O)Nc1ccc(C)c(C)c1 (stereo unspecified),0.0069
C=CCc1cccc(/C=N/c2ncn[nH]2)c1O,0.26
CN(CC(=O)Nc1ccncc1)S(=O)(=O)c1ccc(Br)cc1,0.37
Nc1cccnc1Sc1cc(Cl)cc(Cl)c1,-0.15
COc1ccc(C2=CC(c3sccc3C)n3nnnc3N2)cc1 (stereo unspecified),0.0032
COc1cc(C)nc(Oc2ccc(=O)n(C)n2)n1,0.58
Cc1cc(C)nc(NC(=O)c2cccc([N+](=O)[O-])c2C)n1,0.16
CCSc1nnc(N(CCC(=O)O)CCC(=O)O)s1,0.021
COc1ccc(-n2c(=O)[nH]cc(C(=O)N3CCCc4ccccc43)c2=O)cc1,0.72
Cc1ccccc1C(=O)NNC(=O)c1ccoc1C,-0.12
Cc1cc(-n2c(C)cc(C(=O)CN3C(=O)NC4(CCCCCC4)C3=O)c2C)no1,-0.033
Cc1sc(NC(=O)CSc2nnc3scc(-c4ccccc4)n23)c(C#N)c1C,0.065
O=S(=O)(c1ccc(C2CCCCC2)cc1)N1CCCC1,-1
Cc1ccc(SC(C)C(=O)NCC(C)C)cc1 (stereo unspecified),0.21
COc1ccc(CCCc2nnc(SCC(=O)N/N=C\c3ccc(O)c(OC)c3)o2)cc1C,-0.58
Cc1ccccc1C(=O)NNC(=S)NC(=O)COc1ccccc1,-3.3
Cc1cccc(Cn2cnc3c(nnn3Cc3ccc(Cl)cc3)c2=O)c1,-3.8
CCOC(=O)CCP(=O)(O)C(O)c1ccc(OC)cc1 (stereo unspecified),0.069
Cc1noc(C)c1COC(=O)CCc1ccc(S(=O)(=O)N2CCCCC2)cc1,0.58
Cc1cc(N2CCC(C(=O)NCC3CC3)CC2)nc(-c2ccccc2)n1,1.1
CC(C)[C@H](NC(=O)C1(c2ccccc2)CCN(C(=O)OC(C)(C)C)CC1)C(=O)O,0.05
Fc1ccc(C2CC(c3ccc(F)cc3)n3ncnc3N2)cc1 (stereo unspecified),-0.52
CCOC(=O)N1CCN(C(=O)c2ccc(N(C)S(C)(=O)=O)cc2)CC1,0.036
C=COC(=O)CSc1nc(-c2cccs2)ccc1C#N,-0.34
c1ccc2sc(Cc3nnc4n3CCCCC4)nc2c1,0.23
Oc1ccc(N=Nc2n[nH]c(-c3ccc(Cl)cc3)n2)cc1,1.4
CCC(=O)N1c2ccccc2-c2nnc(SC)nc2OC1c1ccc(OC)c(OC)c1 (stereo unspecified),-0.14
CN(Cc1cccs1)CC(O)COCc1ccco1 (stereo unspecified),-0.25
CN(C)CCCNC(=O)c1ccc(Cl)c(S(=O)(=O)N(C)c2ccccc2)c1,0.4
CCCNS(=O)(=O)c1ccc(OCC(=O)NCc2ccc3c(c2)OCO3)cc1,0.92
Fc1cccc(Cl)c1CSc1ncn[nH]1,-1.3
Cn1c(CN2CCCC2)nc2cc(NC(=O)C3CCCCC3)ccc21,0.9
CCCCNc1nc2ccccc2[nH]1,1.1
COC(=O)c1c(NC(=O)c2ccc(C)cc2)sc(Cc2ccccc2)c1C,-2.3
Cc1cccc2cc(COC(=O)C3CCCO3)c(=O)[nH]c12 (stereo unspecified),0.43
CCOC(=O)C1=C(C)NC(=O)NC1c1ccc(OCC(=O)N2CCCCC2)cc1 (stereo unspecified),0.47
COCCCn1c(=S)[nH]c2ncccc2c1=O,0.8
COc1ccc(C2N(C(=O)N3CCOCC3)CCN2S(=O)(=O)c2ccc(C)cc2)cc1 (stereo unspecified),0.6
COC(=O)CNC(=O)C(C)(C)Oc1ccc(Cl)cc1,-0.33
COC(=O)c1cc2c(ccn2-c2ccc(F)cc2)n1CC(=O)N1CCN(C(=O)c2ccco2)CC1,-0.31
O=C(CSc1nnnn1-c1ccccc1)NCc1cccs1,-0.12

# Source: PubChem

# Some of the compounds tested. The share of hits here may be higher or lower than overall.
